SIRT5 inh – sirtuin-5 (human) deacylase inhibition. Purified SirT5, succinyl-peptide AMC, trypsin-coupled fluorescence. inhibition, % at 15 µM. AID 652115. 330,000 tested, 1.1% active. Q9NXA8; in the data active = inhibition above about 15%
ERAP1 inh – blocks human ERAP1 aminopeptidase activity; Q9NZ08; recombinant ERAP1, Leu-AMC fluorescence, 60 min; inhibition, % at 10.7 µM; 340,000 tested, 0.15% active; AID 652197;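 active = mean replicate inhibition of at least 30%, or all replicates individually reaching that 30% level; inactive = mean below 30% and not every replicate reaching it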;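 note: 0% = neutral control wells and 100% = L-leucinethiol positive control wells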
Target sequence (Q9NZ08 whole entry, looked up): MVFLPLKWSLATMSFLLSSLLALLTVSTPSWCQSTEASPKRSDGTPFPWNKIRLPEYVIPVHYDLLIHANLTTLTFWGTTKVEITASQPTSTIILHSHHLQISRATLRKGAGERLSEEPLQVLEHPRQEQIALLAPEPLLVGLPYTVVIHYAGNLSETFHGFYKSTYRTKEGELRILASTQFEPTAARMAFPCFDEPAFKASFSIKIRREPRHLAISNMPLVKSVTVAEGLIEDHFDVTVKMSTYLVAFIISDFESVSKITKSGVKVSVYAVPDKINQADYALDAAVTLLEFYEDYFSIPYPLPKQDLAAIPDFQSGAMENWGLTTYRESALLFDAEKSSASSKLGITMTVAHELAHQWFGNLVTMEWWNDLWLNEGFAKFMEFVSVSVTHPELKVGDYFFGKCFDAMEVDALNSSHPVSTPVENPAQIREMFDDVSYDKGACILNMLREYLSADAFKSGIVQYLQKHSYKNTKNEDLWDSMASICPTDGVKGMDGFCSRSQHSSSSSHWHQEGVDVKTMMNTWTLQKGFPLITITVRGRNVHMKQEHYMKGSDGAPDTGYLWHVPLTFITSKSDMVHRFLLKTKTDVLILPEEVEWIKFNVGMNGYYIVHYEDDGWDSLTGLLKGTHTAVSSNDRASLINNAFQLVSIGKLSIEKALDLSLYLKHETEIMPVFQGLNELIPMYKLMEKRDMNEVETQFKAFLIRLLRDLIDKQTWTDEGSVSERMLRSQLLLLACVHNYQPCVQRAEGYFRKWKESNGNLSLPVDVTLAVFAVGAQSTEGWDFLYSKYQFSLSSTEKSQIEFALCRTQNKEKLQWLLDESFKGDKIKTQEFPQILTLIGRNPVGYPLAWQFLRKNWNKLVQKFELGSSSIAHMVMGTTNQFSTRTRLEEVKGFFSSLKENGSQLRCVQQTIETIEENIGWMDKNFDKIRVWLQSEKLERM
S100A4 MyoIIA – blocks human S100A4 binding to myosin IIA peptide | AID 652163 | inhibition, % at 10.7 µM | 360,000 tested, 0.14% active | P26447 | S100A4/TAMRA-MyoIIA peptide fluorescence polarization;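 active = mean inhibition of at least 70% across replicates, with every replicate also reaching that level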
Target sequence (P26447 whole entry, looked up): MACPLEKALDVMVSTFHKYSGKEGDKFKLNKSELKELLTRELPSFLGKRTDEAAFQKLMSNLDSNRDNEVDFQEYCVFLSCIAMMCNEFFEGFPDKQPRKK
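incubation = readout 5 min after mixing, signal stable up to 60 min | system = S100A4 monomer protein | buffer or medium = HEPES pH 7.2 with CaCl2, KCl, NaCl, DTT, Triton | benchmarks = neutral control DMSO, positive control TFP | also added = fluorescent myosin IIA peptide, 5 nM | compound dosing = one concentration per compound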
Cneo AK release – Cryptococcus neoformans lysis via adenylate kinase release | C. neoformans lysis, adenylate kinase release luminescence, 4 h; normalised: neutral wells 0, clomiphene wells 100 | lysis activity, % at 15 µM | AID 651654 | 360,000 tested, 0.2% active;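 active = mean lysis activity across replicates of at least 80%, whatever share of replicates individually reach that level; inactive = mean lysis activity below 80%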
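Assay system: log-phase C. neoformans yeast / Quantity: yeast cell density of 5 × 10^6 cells/mL / Medium: fresh YPD growth medium / Compound: single dose / Timing: static 4 h at 37 °C with compound, 1 h detection / Measured by: adenylate kinase release luminescence / Read-out: lysis from increased AK signal / Benchmarks: Clomiphene as positive lysis control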
LGR2 antag – blocks bursicon-induced cAMP signaling via Drosophila LGR2. HEK293 LGR2, CRE-luciferase, bursicon-stimulated, 4 h. inhibition, % at 9.99 µM. 380,000 tested, 0.35% active. AID 720647;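 active = drop in luminescence signal, shown as inhibition above about 50% in the replicate tests, limit read from the data, passing the limit was not always enough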;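 note: agonist challenge used bursicon conditioned medium at about half maximal strength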
Xi reactivation – reactivates the inactive X chromosome in mouse fibroblasts; activation, % at 7.58 µM; XiGFP mouse fibroblasts, % GFP-positive cells imaging, 3 d; cells co-treated with 5-aza-dC sensitizer; scaled so ellipticine positive control = 100%; 360,000 tested, 0.055% active;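 active = mean normalized replicate activation at least 10% and every replicate at or above 10%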;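 note: 0% = median of on-plate neutral control wells and 100% = ellipticine 6 µM median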
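Material: XiGFP fibroblasts, SV40-immortalized; Buffer or medium: DMEM containing 5-aza-dC; Compound dosing: single point; Times: 3 days compound exposure.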
PGC1a acetyl inh – PGC1a acetylation modulation, inhibitor mode; U2OS PGC1a acetylation, AlphaScreen anti-acetyl-lysine; with virally co-expressed GCN5 acetyltransferase; inhibition, % at 15.6 µM; 350,000 tested, 0.17% active; AID 651687;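 active = every replicate shows inhibition of at least 40%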;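 note: 0% = neutral control wells and 100% = positive control wells; some results beyond the cut were filed as inactive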
C2C12 statin – protects C2C12 myotubes from simvastatin toxicity | ATP luminescence, 48 h; scaled: DMSO 0, geranylgeraniol control 100 | rescue of ATP level, % at 7.49 µM | 330,000 tested, 0.78% active;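 active = mean ATP rescue above about 67%, or every replicate alone reaching that limit, limit read from the data, passing the limit was not always enough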;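 note: myotubes were challenged with 10 µM simvastatin during compound exposure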
* hit, by the source's call; / = no result given. An excerpt. The share of hits here may be higher or lower than overall.

no. | SMILES | ERAP1 inh | C2C12 statin | S100A4 MyoIIA | Xi reactivation | Cneo AK release | PGC1a acetyl inh | SIRT5 inh | LGR2 antag
1 | CCc1ccc(NC(=O)Cn2cnc3sc(C)c(S(=O)(=O)N4CCOCC4)c3c2=O)cc1 | 1 | -8 | -9 | 0.5 | 3 | -13 | -2 | -4
2 | C[C@@H]1CN([C@H](C)CO)C(=O)Cc2cc(NC(=O)C3CC3)ccc2O[C@@H]1CN(C)Cc1ccccc1 | -1 | 0 | 5 | 0.0 | 1 | / | 99* | -1
3 | O=C(N/N=C/c1cccs1)C(O)c1ccccc1 (stereo not drawn) | 0 | -2 | 1 | 0.2 | -2 | -3 | 1 | -8
4 | C/C=C/c1ccc2c(c1)O[C@@H](CN(C)Cc1cncnc1)[C@@H](C)CN([C@@H](C)CO)S2(=O)=O | -1 | -16 | 2 | -0.6 | -11 | -1 | -3 | 23
5 | CCc1cc2c(=O)[nH]c(Cc3ccc(OC)cc3)nc2s1 | 1 | / | -1 | 0.0 | 1 | / | -3 | -24
6 | CCOc1ccccc1N(C(=O)Nc1cccc(Cl)c1)C1=NC(C)CS1 (stereo not drawn) | 3 | 11 | 6 | 0.1 | -1 | 2 | -4 | 4
7 | CCOc1ccc(S(=O)(=O)/N=C(/c2ccccc2)N(C)C)cc1 | 17 | / | 6 | 0.3 | / | 2 | -2 | 20
8 | Cc1cc(C(=O)COC(=O)C2CCN(C(=O)c3ccc(Cl)cc3)CC2)c(C)n1CC1CCCO1 (stereo not drawn) | -1 | / | -4 | 0.0 | / | 7 | 0 | 2
9 | CCO[C@@H]1OC(C(N)=O)=C[C@H](C2CCCCC2)[C@H]1CCCO | -5 | 6 | 5 | -0.6 | 2 | -9 | / | 15
10 | CO[C@H]1CN(C)C(=O)c2cc(NS(=O)(=O)c3ccccc3Cl)ccc2OC[C@@H](C)NC[C@@H]1C | 1 | 1 | -5 | -0.3 | 0 | 0 | 2 | -2
11 | COc1ccc(-n2nc(C(=O)NCC(=O)N3CCC(C(N)=O)CC3)c3ccccc3c2=O)cc1OC | 2 | -6 | 1 | 0.0 | -4 | 1 | -6 | -2
12 | Cc1cccc(C)c1OCc1cn(CC(=O)c2ccc(O)cc2)nn1 | 2 | -3 | 1 | -0.1 | 2 | -1 | 3 | -2

An excerpt of these results, as labelled records.
2. C[C@@H]1CN([C@H](C)CO)C(=O)Cc2cc(NC(=O)C3CC3)ccc2O[C@@H]1CN(C)Cc1ccccc1
  ERAP1 inh = -1
  C2C12 statin = 0
  S100A4 MyoIIA = 5
  Xi reactivation = 0.0
  Cneo AK release = 1
  PGC1a acetyl inh = /
  SIRT5 inh = 99*
  LGR2 antag = -1
3. O=C(N/N=C/c1cccs1)C(O)c1ccccc1 (stereo not drawn)
  ERAP1 inh = 0
  C2C12 statin = -2
  S100A4 MyoIIA = 1
  Xi reactivation = 0.2
  Cneo AK release = -2
  PGC1a acetyl inh = -3
  SIRT5 inh = 1
  LGR2 antag = -8
4. C/C=C/c1ccc2c(c1)O[C@@H](CN(C)Cc1cncnc1)[C@@H](C)CN([C@@H](C)CO)S2(=O)=O
  ERAP1 inh = -1
  C2C12 statin = -16
  S100A4 MyoIIA = 2
  Xi reactivation = -0.6
  Cneo AK release = -11
  PGC1a acetyl inh = -1
  SIRT5 inh = -3
  LGR2 antag = 23

The results go on.
no. | SMILES | ERAP1 inh | C2C12 statin | S100A4 MyoIIA | Xi reactivation | Cneo AK release | PGC1a acetyl inh | SIRT5 inh | LGR2 antag
13 | COc1ccccc1NC(=O)N1CCN(c2ccc3nnc(-c4ccc(F)cc4)n3n2)CC1 | 2 | / | 7 | -0.3 | / | / | -1 | -11
14 | O=[N+]([O-])c1ccc(C[n+]2cccc(O)c2)cc1 | -3 | 2 | -8 | 0.1 | 2 | 10 | / | -5
15 | COc1ccccc1-c1ccc([C@@H]2[C@@H](CO)N3CCCCN(C(=O)c4ccncc4)C[C@H]23)cc1 | 0 | / | -3 | 0.3 | -3 | -12 | 1 | 1
16 | CC(=O)N(C)C[C@H]1Oc2ncc(C#C[C@H](C)O)cc2C(=O)N([C@@H](C)CO)C[C@@H]1C | -6 | 3 | 11 | 0.6 | 1 | -5 | -7 | 7
17 | CN1c2ccc(Br)cc2[C@H]2[C@H](CCN2C(=O)Nc2cc(F)ccc2F)[C@H]1CO | -1 | 13 | -2 | 0.1 | 0 | 16 | 1 | -7
18 | CC(=O)c1cc(C#N)c(N(C)Cc2ccccc2)nc1C | -3 | -3 | 4 | 0.0 | 1 | -5 | -3 | 25
19 | N#Cc1ccsc1NC(=O)c1ccc2ncsc2c1 | -7 | 6 | -7 | 0.0 | 3 | 1 | -1 | -88
20 | C(=C/c1nccc2c1[nH]c1ccccc12)/c1ccc2c(c1)OCO2 | -3 | / | -16 | 2.0 | -1 | -18 | -3 | -41
21 | Cc1ccc(S(=O)(=O)Nc2cccc3c2O[C@H](CN(C)S(=O)(=O)c2cccs2)[C@H](C)CN([C@H](C)CO)C3=O)cc1 | 0 | -47 | 4 | 0.0 | -21 | 3 | 4 | 2
22 | O=C(C[C@H]1C[C@H]2c3cc(NC(=O)Cc4ccncc4)ccc3O[C@H]2[C@H](CO)O1)NCc1ccc2c(c1)OCO2 | 1 | 4 | -4 | -0.1 | 6 | 7 | 6 | -13
23 | CCOC(=O)c1c(NC(=S)Nc2cccc(C)c2)sc2c1CC(C)(C)SC2 | -2 | / | -7 | 0.7 | / | / | -3 | 1
24 | CN1C(=O)c2cc(NC(=O)C3CC3)ccc2OC[C@H]2O[C@@H](CC(=O)NCCN3CCCC3)CC[C@H]21 | 3 | -13 | -6 | 0.1 | 1 | -1 | -3 | 22

Carrying on:
no. | SMILES | ERAP1 inh | C2C12 statin | S100A4 MyoIIA | Xi reactivation | Cneo AK release | PGC1a acetyl inh | SIRT5 inh | LGR2 antag
25 | CCc1sc(C(=O)NCCCn2ccnc2)cc1Br | 4 | -14 | -17 | 0.1 | -1 | / | -3 | -1
26 | CN(C)S(=O)(=O)c1cccc(NC(=O)COC(=O)c2cc3ccccc3oc2=O)c1 | -2 | / | 1 | 0.0 | / | 6 | / | -81
27 | CCc1cccc(C)c1NC(=O)COC(=O)CNC(=O)c1cccs1 | 2 | / | -1 | 0.1 | / | / | 9 | 8
28 | CCC(=O)N1CC[C@@H]2[C@@H](CO)N(C)c3ccc(-c4ccc(C#N)cc4)cc3[C@@H]21 | / | -17 | / | 0.2 | 8 | 15 | / | 32
29 | C[C@H]1CN([C@@H](C)CO)S(=O)(=O)c2ccc(/C=C/c3ccccc3)cc2O[C@H]1CN(C)C(=O)c1ccncc1 | -3 | 3 | -11 | -0.1 | 6 | 3 | 1 | 19
30 | CO[C@@H](CN(C)CC1CCOCC1)[C@H](C)CN(C(=O)Nc1ccc(F)cc1)[C@@H](C)CO | -5 | 2 | 5 | 0.1 | -5 | 4 | 2 | -11
31 | O=C(C1CC1)N1CCc2cc(Br)cc(S(=O)(=O)NCCCN3CCCCC3)c21 | 2 | -8 | -3 | 0.0 | 0 | / | -2 | -4
32 | NC(=O)COC(=O)c1ccc(Cl)c(S(=O)(=O)N(Cc2ccccc2)c2ccc(Cl)cc2)c1 | -1 | / | 10 | 0.2 | / | / | 0 | -8
33 | CCC(=O)N1N=C(c2c(O)n(C)c(=O)n(C)c2=O)CC1c1ccccc1 (stereo not drawn) | 6 | 4 | 3 | 0.0 | 1 | 0 | 4 | -2
34 | Cc1nnc2sc(SCc3ccc(Cl)cc3)nn2c1=O | / | / | / | 0.2 | 0 | -18 | / | 0
35 | CC(=O)N(C)C[C@H]1Oc2cc(-c3ccccc3C)ccc2S(=O)(=O)N([C@H](C)CO)C[C@H]1C | 0 | -13 | 4 | 1.0 | -4 | 2 | -1 | 8
36 | O=C(COc1cc(Cl)c(Cl)cc1Cl)NC(=O)NC1CCCC1 | / | 11 | / | / | -1 | -1 | / | -16

Next section
no. | SMILES | ERAP1 inh | C2C12 statin | S100A4 MyoIIA | Xi reactivation | Cneo AK release | PGC1a acetyl inh | SIRT5 inh | LGR2 antag
37 | CCOc1ccc(CCNC(=O)COC(=O)/C=C/c2ccco2)cc1OCC | -3 | 10 | -6 | 0.2 | -4 | / | -1 | 6
38 | O=C(Nc1cccc(NC(=O)c2ccc3c(c2)OCO3)c1)c1ccccc1 | 1 | / | -1 | -0.1 | / | -9 | -2 | -18
39 | C=CC[C@H](CC(=O)NCCO)C(=O)N[C@H](COC(=O)[C@@H](CC=C)Cc1ccc(F)cc1)Cc1ccccc1 | 1 | -2 | -6 | -0.1 | 0 | 5 | / | 2
40 | CCN(CC)CCNC(=O)c1ccc(NC(=O)Cc2ccc(OC)c(S(=O)(=O)N3CCOCC3)c2)cc1 | -2 | 8 | -20 | 0.0 | 1 | / | 4 | 4
41 | Nc1ccc2nc(SCc3ccccc3F)sc2c1 | 0 | / | -1 | -0.1 | / | / | -2 | -59
42 | O=C(C[C@H]1CC[C@H]2[C@@H](COC[C@@H](O)CN2C(=O)Nc2ccc3c(c2)OCO3)O1)N1CCN(c2ccccc2)CC1 | / | 12 | / | 0.0 | -4 | 6 | / | -24
43 | CCOCCCn1c(SCC(=O)NCc2ccco2)nc2c(sc3ccccc32)c1=O | 1 | -9 | 1 | / | 1 | / | -4 | -4
44 | CC(NC(=O)/C=C/c1ccccc1[N+](=O)[O-])C1CC2CCC1C2 (stereo not drawn) | 0 | -87 | 1 | 0.0 | 0 | / | -4 | -3
45 | COc1ccc(S(=O)(=O)Nc2nc3ccccc3nc2Nc2cccc(C(=O)O)c2)cc1 | -7 | -6 | 8 | 0.0 | -4 | 13 | 5 | 9
46 | CC1=NN(C(=S)Nc2ccccc2)C(C)(C)C1 | 4 | 0 | 1 | 0.0 | -25 | 5 | -3 | -34
47 | CCN1C(=O)[C@H]2[C@@H](c3ccc(C)cc3)N3C(=O)N(c4ccccc4)C(=O)[C@@]3(Cc3ccccc3)[C@H]2C1=O | 0 | 11 | -1 | -0.4 | 1 | 7 | / | -12
48 | CN1C(=O)c2cc(NC(=O)c3ccc(C#N)cc3)ccc2OC[C@H]2O[C@@H](CC(=O)Nc3cc(F)ccc3F)CC[C@@H]21 | / | 26 | / | 0.0 | 0 | / | / | -14

Further records follow:
no. | SMILES | ERAP1 inh | C2C12 statin | S100A4 MyoIIA | Xi reactivation | Cneo AK release | PGC1a acetyl inh | SIRT5 inh | LGR2 antag
49 | C[C@@H]1CN([C@@H](C)CO)C(=O)Cc2cc(N(C)C)ccc2O[C@H]1CN(C)Cc1ccc(Cl)c(Cl)c1 | 2 | 36 | 4 | 0.3 | -3 | 0 | 7 | 1
50 | COc1cc(OCc2ccc(C)cc2)ccc1CNC[C@H]1O[C@@H](n2cnc(C(N)=O)n2)[C@H](O)[C@@H]1O | 3 | 2 | -7 | -0.1 | 0 | 9 | -6 | -9
51 | Cc1ccc(C(=O)COC(=O)COc2ccccc2C)cc1 | 4 | -1 | -2 | 0.2 | 1 | / | 0 | -3
52 | CC(C)(C)NC(=O)CN1CCC(O)(c2ccc3c(c2)OCO3)CC1 | / | -9 | / | / | -3 | 31 | / | -6
53 | CO[C@@H]1CN(C)C(=O)c2cc(NC(=O)Nc3ccccc3F)ccc2OC[C@@H](C)N(CCC(F)(F)F)C[C@H]1C | -1 | -17 | -6 | -0.1 | 4 | -8 | -6 | -1
